Screening results as filed in PubChem.
H9c2 TAG inh: inhibitors of triacylglycerol accumulation | 0.66% of 230,000 active | AID 651582 | inhibition, % at 12.5 µM | H9c2 cells, Nile Red lipid (TAG) fluorescence; cells loaded with 200 µM oleic acid;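 active means pattern-corrected inhibition of lipid staining of at least 50% with the nuclear-stain viability signal not falling by more than 50%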;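 further: 0% = DMSO wells and 100% = triacsin C control wells; some results filed as inactive read as strong as hits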
H9c2 TAG inh DAPI viability: also measured in H9c2 TAG inh; calls as there; DAPI nuclei signal change (viability), lower = more cytotoxic, %;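 whole-well DAPI fluorescence read on a plate reader as a viability signal; minus 50 percent equals half of cells still viable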
The depositor's hits bear a star.

SMILES	H9c2 TAG inh	H9c2 TAG inh DAPI viability
O=C1COc2ccc(C(=O)COC(=O)CCOc3ccccc3)cc2N1	7	0
Cc1ccc(NC(=O)c2nnn(-c3cc(C)cc(C)c3)c2N)cc1	3	4
COCCN(Cc1cn(C)nc1-c1ccccc1F)C(C)C	12	-9
Cc1ccccc1CSc1nnc(-c2cccs2)n1Cc1ccco1	14	-10
Cc1ccc2c(Cl)cc(Cl)c(OCC(=O)NC(=O)NCc3ccco3)c2n1	-3	0
O=C(COC(=O)C1CCN(c2ccc(C(F)(F)F)cn2)CC1)NCc1cccc(Cl)c1	5	-1
N#C/C(=C\c1cc([N+](=O)[O-])ccc1Cl)C(N)=O	2	-12
COc1ccc(CNc2ncc(-c3ccc(Br)cc3)n2C)cc1OC	-4	-2
CC(NCCN(C)C)C(=O)C12CC3CC(CC(C3)C1)C2 (configuration not stated)	2	6
O=C(N/N=C/c1ccoc1)c1ccc(Cl)cc1Cl	11	3
CCOC(=O)c1cn(CC)c2cc(N3CCSCC3)c(F)cc2c1=O	-14	3
Cc1ccc(-c2csc3ncnc(N4CCN(C(=O)c5ccccc5)CC4)c23)cc1	-3	1
CCSc1nnc(NC(=O)CCC2CCCCC2)s1	1	1
COc1cc(-c2cc(-c3ccc(N)cc3)[nH]c(=O)c2C#N)cc(OC)c1OC	-26	2
Cc1ccc2c(NC(=O)c3ccco3)cccc2n1	4	4
CCN(CC)S(=O)(=O)c1ccc(NS(=O)(=O)c2ccc(C)c(C)c2)cc1	-13	-2
Cc1ccccc1OCC(=O)Nc1ccc(S(=O)(=O)N2CCCC2)cc1	-21	-1
O/N=C(/CN(O)/C=C1/C=CC=N1)c1cccs1	5	-19
Cc1cc(S(=O)(=O)NCCN2CCOCC2)c(C)s1	5	8
Cc1ccc(-n2c(SCC(N)=O)nnc2-c2cnccn2)cc1	-1	-10
COc1cc(C(=O)Nc2ccccc2N2CCOCC2)ccc1OCC(=O)N1CCOCC1	1	4
CCCC(=O)N1CCN(c2ccc(NC(=O)c3ccc(Br)o3)cc2)CC1	-6	-9
CCN1/C(=C/c2ccc3cc(C)cc(C)c3[n+]2CC)Sc2cc(C)ccc21	-95	-10
CC1(C)O[C@@H]2CC3C4C[C@H](F)C5=CC(=O)C=CC5(C)C4C(O)CC3(C)[C@]2(C(=O)CO)O1 (some centres not stated)	35	6
CCOC(=O)C1(C(N)=O)OC1(c1ccc(Cl)cc1)c1ccccc1Cl (configuration not stated)	-19	1
CCOc1ccc(/C(C)=N/NC(=O)Cn2nc([N+](=O)[O-])cc2C)cc1	0	1
CCN1C[C@@H]2[C@@H]3C(=O)N(Cc4ccccc4)C(=O)[C@@H]3[C@](C)(C1=O)N2C(=O)c1ccc(C)cc1	-1	-5
Cc1[nH]c2ccccc2c1C(=O)CN1CCC(C)CC1	-1	-3
O=C(COc1ccc(Cl)cc1Cl)N1CCCN(C(=O)COc2ccc(Cl)cc2Cl)CC1	14	11
CNC(=O)CCc1ccc(OC)cc1	5	2
COC(=O)Cc1cc(=O)n2c(nc3ccccc32)[nH]1	11	7
O=C1C2C3C=CC(C3)C2C(=O)N1c1ccc(S(=O)(=O)Nc2nccs2)cc1 (configuration not stated)	6	-2
COc1ccc(OCC(=O)NCC(c2cccs2)N2CCOCC2)cc1 (configuration not stated)	-12	-4
C[C@H](CO)N1C[C@H](C)[C@H](CN(C)C(=O)c2ccccc2)OCc2cnnn2CCCC1=O	1	-8
O=C(Nc1cnn(Cc2c(Cl)cccc2Cl)c1)C(c1ccccc1)c1ccccc1	18	-16
Cc1cc(C)n2nc(C(=O)OCC(=O)N(CC(C)C)CC(C)C)nc2n1	10	8

Given field by field: part of the list above.
O=C1C2C3C=CC(C3)C2C(=O)N1c1ccc(S(=O)(=O)Nc2nccs2)cc1 (configuration not stated)
  H9c2 TAG inh = 6; H9c2 TAG inh DAPI viability = -2
COc1ccc(OCC(=O)NCC(c2cccs2)N2CCOCC2)cc1 (configuration not stated)
  H9c2 TAG inh = -12; H9c2 TAG inh DAPI viability = -4
C[C@H](CO)N1C[C@H](C)[C@H](CN(C)C(=O)c2ccccc2)OCc2cnnn2CCCC1=O
  H9c2 TAG inh = 1; H9c2 TAG inh DAPI viability = -8

Later entries
SMILES	H9c2 TAG inh	H9c2 TAG inh DAPI viability
O=C(O)CSc1nc(-c2ccccc2)c(-c2ccccc2)[nH]1	-14	10
CCc1sc(-c2c(C#N)c(N)nc3c2CCCCCC3)cc1[N+](=O)[O-]	2	-12
C(=N\N1CCN(Cc2ccccc2)CC1)/c1cccs1	-6	5
COc1ccc(Cn2nnnc2CN2CCC(O)(c3ccc(F)cc3)CC2)cc1	6	-8
CCCn1nc(C(=O)Nc2cccc(C(=O)OC)c2)c2ccccc2c1=O	6	2
CCC(CC)C(=O)Nc1cc(C)cc(C)c1	4	-10
Cc1cc(=O)oc2cc(OCC(=O)Nc3nnc(CC(C)C)s3)ccc12	2	2
C[C@@H]1CN([C@H](C)CO)C(=O)c2cccc(NC(=O)c3ccncc3)c2O[C@@H]1CN(C)Cc1ccc(C(=O)O)cc1	1	-8
CCOC(=O)c1nnn(-c2nonc2N)c1CN(C)C1CCCCC1	-18	0
COCCN(CC(=O)Nc1cccc(C)c1C)C(=O)c1oc2ccccc2c1C	7	-3
CCO[C@H]1OC(C(=O)N2CCN(Cc3ccc4c(c3)OCO4)CC2)=C[C@@H](c2ccccc2)[C@@H]1CCCO	-10	3
Cc1[nH]c2ccccc2c1/C=C/c1nc2ccccc2c(=O)n1CCO	24	24
O=C(Cc1ccccc1)Nc1cccc(S(=O)(=O)N2CCCCCC2)c1	-1	1
COc1ccc(CNCc2ccc3c(c2)OCO3)c(OC)c1OC	-3	0
CC(=O)Nc1ccc(C(=O)N2CCCCC2c2cc(C(=O)N3CCOCC3)no2)cc1 (configuration not stated)	-7	3
CON(C)C(=O)c1ccccc1N(C)C(=O)OC(C)(C)C	7	-7
COc1ccc(C)cc1NC(=O)Cc1csc(NC(=O)Nc2ccccc2OC)n1	17	-2
CCC[C@@H](CN1CCC[C@H]1CN1C(N)=NC[C@H]1C(C)C)N1C[C@@H](Cc2ccccc2)N(CCCC2CCCC2)C1=N	-13	32
O=C(CNC(=O)c1ccc(Cl)cc1)OCN1C(=O)c2ccccc2C1=O	5	-1
CCNC(=O)COC(=O)c1ccc(-c2nc3ccccc3s2)s1	-7	13
Cc1ccc(S(=O)(=O)CC2CSc3nnc(C)c(=O)n32)cc1 (configuration not stated)	4	-9
O=C(c1ccc(Cl)nc1)N1CCc2ccccc2C1	-4	6
CCCN(CC1CC1)C(=S)NC(=O)c1ccccc1Br	-3	-5
COc1ccc(S(=O)(=O)N2CCN(C(=O)CN3C(=O)NC4(CCCC4)C3=O)CC2)cc1	2	-5
O=C(NCC(=O)N1CC=C(c2ccccc2)CC1)c1ccc(F)cc1	-32	0
N#CC1(Cc2ccc([N+](=O)[O-])cc2)c2ccccc2C=CN1C(=O)c1ccccc1 (configuration not stated)	13	-3
Cc1nc([N+](=O)[O-])c(N2CCN(C)CC2)n1Cc1ccccc1	-18	1
CCOC(=O)C1CCCN(C(=O)c2cc(-c3ccncc3)nc3ccccc23)C1 (configuration not stated)	-11	-5
COc1ccc2oc(N)nc2c1	-2	-30
Cc1cc(Cl)ccc1OCc1nc(-c2ccc(O)cc2)n[nH]1	1	-14
CN(C)c1ccc(C(CC(=O)c2ccccc2)C2CCCCC2=O)cc1 (configuration not stated)	-18	2
O=C(CCN1C(=O)c2ccccc2C1=O)Oc1ccc2ccccc2c1	7	-12
O=C1C=C(c2cc(F)ccc2F)C[C@@H](c2ccc(F)cc2)C1	-8	5
COc1ccc(CNC(=O)c2cc(C3CC3)nc3c2cnn3C(C)C)cc1	14	0
CC1CC(=O)N(c2ccc(NCCc3ccc(O)cc3)c([N+](=O)[O-])c2)C1=O (configuration not stated)	-23	10
O=C(COc1ccc(S(=O)(=O)N2CCOCC2)cc1)NCCc1ccc(Cl)cc1	5	-7
CCCc1nnc(NC(=O)CCC(=O)N2CCN(S(=O)(=O)c3ccc(C)cc3)CC2)s1	6	1
CCCCCCCNC(=O)C1(CC2CC(c3ccccc3)=NO2)CCNCC1 (configuration not stated)	20	-2
Cc1ccc(C)c(-n2nnnc2SCC(=O)NNC(=O)c2ccco2)c1	-3	12
COC(=O)C1CCN(C(=O)COC(=O)/C=C/c2ccc(O)c(OC)c2)CC1	8	3
C[C@@H]1CN([C@H](C)CO)C(=O)c2cc(C#Cc3ccccc3F)cnc2O[C@@H]1CN(C)S(=O)(=O)c1ccccc1F	4	-1
Cc1ccc(C(=O)C2=C(O)C(=O)N(c3ncccn3)C2c2ccc(F)cc2)o1 (configuration not stated)	1	0
Cc1cc(Cl)c2oc(C(=O)N3CCN(c4cnccn4)CC3)c(C)c2c1	-5	6
COc1ccccc1CNC(=S)Nc1ccc2nc(N3CCN(C)CC3)cc(C)c2c1	10	8
O=C(c1ccccc1)N1CCn2c1nc1ccccc12	5	16
Cc1c(Br)c([N+](=O)[O-])nn1CCCC(=O)NC(C)c1ccccc1 (configuration not stated)	-17	3
O=C(Nc1nnc([C@@H]2C[C@H](O)[C@@H](CO)O2)s1)c1ccc(Oc2ccccc2)cc1	-3	4
COc1cccc2cc(-c3csc(NC(=O)CCC(=O)NCCCN4CCC(C)CC4)n3)c(=O)oc12	8	8
Nc1nc(SCC(=O)N2CCOCC2)n[nH]1	-1	-6
Cc1ccc(NC(=O)Nc2ccccc2)nc1	5	-7
Cn1ccnc1SCC(=O)NC1(C#N)CCCCC1	8	-8
CCCC(=O)Nc1c2c(nn1-c1ccc(OC)cc1)CS(=O)C2 (configuration not stated)	7	-6
C[C@@H]1CN([C@H](C)CO)C(=O)CCCn2cc(nn2)CO[C@H]1CN(C)C(=O)Nc1ccc2c(c1)OCCO2	-9	-3
O=C(c1cc(C2CC2)nn1-c1ccccc1)N1CCN(c2ccccn2)CC1	-3	-1
CC(=O)N1N=C(c2ccc(C)cc2)CC1c1ccco1 (configuration not stated)	9	-7
CCC(C)NC(=O)c1[nH]c(C)c(C(=O)OC)c1C (configuration not stated)	-10	0
CCOC(=O)c1ccc(-c2ccc(-c3cc(=O)oc4cc(OC)c(OC)c(OC)c34)cc2)cc1	8	-5
Cc1ccc(C(=O)CSc2nc3ccccc3c(=O)n2-c2ccccc2)s1	-15	-1
CN(C)C(=O)CCc1ccc2c3c([nH]c2c1)[C@]1(CCC2CCCC2)[C@@H](C(=O)N2CCOCC2)C[C@H](CC(=O)NCc2cccc(C(F)(F)F)c2)C(=O)N1CC3	7	3
CC1=C(C(N)=O)C(c2cccs2)NC(=S)N1 (configuration not stated)	-1	-3

Further results.
SMILES	H9c2 TAG inh	H9c2 TAG inh DAPI viability
CCCOC(=O)C1=C(C)NC2=C(C(=O)CCC2)C1c1ccc(N(C)C)cc1 (configuration not stated)	-2	-9
CCC(C)Sc1nnc(CSc2nc(C)cc(C)n2)n1C (configuration not stated)	-2	-5
Cc1ccc(NC(=O)NC2=NN(c3ccccc3)C(=O)/C2=C2/CCCN2C)cc1	5	1
CC1(C)CC(=O)C(C=NCC2CCN(C(=O)Nc3ccc(Cl)c(Cl)c3)CC2)=C(O)C1	10	-6
CCCCCCCSc1nnc(-c2ccccc2N)c(=O)[nH]1	-13	-5
CC(OC(=O)c1cc2ccccc2o1)C(=O)Nc1ccc(N2CCOCC2)cc1 (configuration not stated)	-5	5
C[C@]12c3[nH]c4ccc(Cl)cc4c3CCN1C(=O)[C@@H](CC(=O)NCCC1=CCCCC1)C[C@@H]2C(=O)N1CCCCC1	26	-5
Cc1cccc(C(=O)N2CCN(S(=O)(=O)c3ccc4c(c3)OCCCO4)CC2)c1[N+](=O)[O-]	-9	1
O=C(NCCN1C(=O)S/C(=C/c2cccnc2)C1=O)c1cccs1	-5	5
CCCOc1ccc(CNC(=O)CCC(=O)n2ncc3cc(C)ccc32)cc1	5	3
COc1ccc(CC(=O)N2CCN(C(=O)Cc3ccc(OC)cc3)CC2)cc1	-28	7
S=c1[nH]nc(-c2cc(-c3ccccc3)n[nH]2)n1/N=C/c1ccccc1	2	2
O=C1Cc2ccccc2C(c2ccc(Cl)cc2)N1 (configuration not stated)	-15	3
CN(C)Cc1c(O)ccc2c1O/C(=C\C=C\c1ccccc1)C2=O	10	-5
CCN(CC)S(=O)(=O)c1cc(NC(=O)CNc2cccc(S(=O)(=O)N3CCCC3)c2)ccc1C	-17	-5
Cc1cccc(/N=C/C2=C(O)CC(C)(C)CC2=O)n1	2	2
COc1cc2c(cc1OC)C1(CCCC1)CNC2c1cccc([N+](=O)[O-])c1 (configuration not stated)	-12	9
COc1cc(-c2c(C#N)c(N)nc3c2CCCC3)cc(OC)c1OC	3	-4
Cc1nnnn1/C(=C\c1ccccc1)C(=O)OCC(=O)N(C)C1CCS(=O)(=O)C1 (configuration not stated)	3	-3
O=C(/C=C/c1ccco1)N(Cc1ccc(F)cc1)C1CCS(=O)(=O)C1 (configuration not stated)	-4	-6
O=C(NCCC(=O)N1CCCCC1)c1ccc(Br)cc1	0	8
CCOC(=O)N1CCC(NCCNC(=O)c2ccc(F)cc2)CC1	3	-5
C[C@H](NC(=O)c1nc[nH]c1C(=O)NCc1ccccc1)C(=O)OC(C)(C)C	-20	6
CC1(C)Cc2nc3[nH]c(=S)[nH]c(=O)c3cc2CO1	4	-3
CN1C[C@H]2CON(C)[C@H]2C[C@H]1c1cccc(-c2ccc(C#N)cc2)c1	-1	4
O=C(O)c1ccccc1-c1ccccc1C(=O)NNc1ccc([N+](=O)[O-])cc1	1	5
COc1cc(CNC(=O)c2cc3ccccc3oc2=O)cc(OC)c1OC	2	-9

Retrieved one by one from above, 3 records:
SMILES	H9c2 TAG inh	H9c2 TAG inh DAPI viability
CCOC(=O)N1CCC(NCCNC(=O)c2ccc(F)cc2)CC1	3	-5
Cc1cccc(/N=C/C2=C(O)CC(C)(C)CC2=O)n1	2	2
COc1cc(-c2c(C#N)c(N)nc3c2CCCC3)cc(OC)c1OC	3	-4

These rows are one share of the data, so the mix of outcomes need not match the whole.
